Assay outcomes (PubChem BioAssay)
Hsp90 Hop PPI – changes Hsp90-Hop TPR2A binding signal, up or down; Potency, µM (series often up to 57 µM), for the others: top-dose activity change, negative = inhibition; 71,000 tested, 0.44% active; AlphaScreen TPR2A-His6 binding biotin-Hsp90 C-terminal peptide; active means well fitted curve in either direction with a large enough effect; inconclusive means small, poorly fitted or top-dose-only effect, or another doubt; further: potency means the concentration at half of the fitted maximal effect; on the % scale 0 is the no-effect control and ±100 the full control effect; many of its hits are not listed in these tables
ERK AVP block – vasopressin-driven ERK pathway inhibition; 72,000 tested, 0.99% active; Potency, µM (highest dose often 57.5 µM), for the others: at the top dose activity, negative = inhibition, most hits filed as inhibitors; HEK293-V1b, vasopressin-stimulated pERK AlphaScreen; further: potency means the concentration at half of the fitted maximal effect; on the % scale 0 is the no-effect control and ±100 the full control effect; nearly all actives have a fitted effect of over 55% in size
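HEK293 cells stably expressing V1b receptor, seeded overnight in 1% FBS, were treated with compounds for 30 min at 37C, then stimulated 5 min with 25 nM vasopressin; phospho-ERK read by AlphaScreen SureFire after lysis.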
Fluorescein autfl – compound fluoresces in the fluorescein spectral region; max fluorescein-equivalent concentration, M; Compound autofluorescence, 480/540 nm, fluorescein-equivalent; active compounds read high; 59,000 tested, 0.91% active; AID 593; in the data active means max fluorescein-equivalent concentration above about 10 nM; inconclusive means between about 1.1 nM and that limit
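Fluorescein stocks ranging 3 mM down to 300 nM, plus DMSO blanks, were pinned alongside compounds to build a per-plate standard curve. Buffer: 100 mM Tris, pH 8.0. Incubation 15 min, room temperature; filters 480/540 nm.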
CRE-bla Fsk – alters forskolin-stimulated CRE reporter signaling in CHO cells; AID 662; 71,000 tested, 2.5% active; CHO CRE-bla reporter (cAMP response element driving beta-lactamase), forskolin EC10, beta-lactamase ratio; Potency, µM (titrated, usually from 38.2 µM), without a hit: at the top dose activity change, negative = inhibition, usual class: activators; active means well fitted activation curve with a large enough effect in the signal ratio, with a control signal flat, not every such curve was filed as active; inconclusive means small, poorly fitted or top-dose-only effect, or effect the other way, or a change in a side signal; the % refers to the signal ratio; further: potency means the concentration at half of the fitted maximal effect; % of control where 0% means no effect
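AC50 values, positive or negative, reflect shifts in EC10 NKH 477-induced CRE-bla reporter activity in CHO cells. Incubation lasted 3 h at 37 °C before CCF4 substrate (2 h, room temperature) and ratiometric 460/530 nm reading.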
GFP derepression – epigenetic GFP locus derepression in mouse cells. Potency, µM (doses to about 46.1 µM), inactives show top-dose GFP derepression (activation). mouse C127i GFP locus derepression, cytometry, 30 h. 68,000 tested, 0.09% active; further: % of control where 0% means no effect
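Derepression screen: silenced CMV-GFP reporter in murine C127i cells, 30 h compound incubation at 37 C, washed cells imaged by laser-scanning cytometer to enumerate GFP-expressing objects of 20 to 120 um.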
Ub-GFP proteasome – proteasome inhibitors stabilizing ubiquitin-GFP reporter. Ubiquitin-GFP reporter cells, proteasome inhibition, GFP fluorescence; response scale: untreated = 0%, 10 µM MG-132 = 100%. Potency, µM (doses to about 45.9 µM), without a hit: at the highest dose activation (GFP accumulation), hits mostly activators. 67,000 tested, under 10 active. AID 526; active means well fitted activation curve with a large enough effect, not every such curve was filed as active; inconclusive means small, poorly fitted or top-dose-only effect, or another doubt; inactive means no such curve, though single readings can be large or run the other way; further: potency means the concentration at half of the fitted maximal effect
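Reporter cells (U2OS, ubiquitin-G76V-GFP fusion) are plated overnight, then treated 4 hr at 37 °C with compound titrations from 46 uM down to 2.9 nM. Activity is scaled against untreated cells and 10 uM MG-132.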
4MU fluor – 4-MU region autofluorescence; 59,000 tested, 11% active; max dye-equivalent concentration, M; compound autofluorescence, 340/450 nm, 4-MU equivalents; active compounds read high; in the data active means max dye-equivalent concentration above about 10 nM; inconclusive means mostly about 1.1 nM to 9.6 nM
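Intrinsic fluorescence at 340/450 nm (ex/em) was read after 15 min at room temperature in pH 8.0, 100 mM Tris. Each compound concentration expressed as 4-MU-equivalent concentration from a six-point 4-MU standard series on each plate.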
HBB splicing – modulators of hemoglobin beta chain splicing | HBB splicing reporter cell assay, activation; EGFP reporter with mutant IVS2-654 intron; response scale: normalised to 500 nM splice-correcting PNA | Potency, µM (titrated, usually from 46.1 µM), without a hit: top-dose activation, hits mostly activators | 65,000 tested, 0.06% active; further: potency means the concentration at half of the fitted maximal effect; 0% is about no effect
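Compounds were applied for 2 days to HeLa EGFP-654 cells, 500/well in Optimem with 2% FCS. The reporter's EGFP is disrupted by mis-splicing of beta-globin intron IVS2-654. Readout: summed well GFP fluorescence from 488 nm laser scanning; reference was 500 nM antisense […] 654 PNA.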
Luciferase inh – firefly luciferase inhibition; purified firefly luciferase, luminescence, 8 min; 72,000 tested, 2.2% active; P08659; Potency, µM (highest dose often 57.1 µM), without a hit: at the highest dose activity change, negative = inhibition, most hits filed as inhibitors; further: potency means the concentration at half of the fitted maximal effect; on the % scale 0 is the no-effect control and ±100 the full control effect; nearly all actives have a fitted effect of over 40% in size
Target sequence (P08659 whole entry, looked up): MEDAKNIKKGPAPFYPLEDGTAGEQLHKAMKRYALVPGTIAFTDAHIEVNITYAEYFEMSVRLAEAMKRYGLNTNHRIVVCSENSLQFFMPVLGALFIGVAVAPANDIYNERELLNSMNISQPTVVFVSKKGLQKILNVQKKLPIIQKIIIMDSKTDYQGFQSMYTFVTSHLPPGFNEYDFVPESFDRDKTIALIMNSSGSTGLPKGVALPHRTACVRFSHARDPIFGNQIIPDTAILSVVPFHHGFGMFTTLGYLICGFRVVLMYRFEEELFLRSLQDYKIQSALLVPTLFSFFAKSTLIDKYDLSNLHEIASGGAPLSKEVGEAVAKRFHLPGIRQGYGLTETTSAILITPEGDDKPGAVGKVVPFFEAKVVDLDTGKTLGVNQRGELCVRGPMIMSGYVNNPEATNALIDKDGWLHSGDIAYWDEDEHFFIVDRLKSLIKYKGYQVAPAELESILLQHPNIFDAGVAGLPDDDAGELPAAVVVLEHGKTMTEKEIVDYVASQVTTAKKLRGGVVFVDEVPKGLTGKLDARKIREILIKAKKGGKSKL
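Here, luciferase activity is measured as luminescence following an 8 min room-temperature reaction at 10 uM ATP, pH 7.2. Every library sample is titrated.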
TexasRed autofl – compound fluoresces in the Texas Red spectral region; Compound fluorescence, Texas Red channel, 547/618 nm; active compounds read high; max dye-equivalent concentration, M; 59,000 tested, 0.06% active; AID 587; in the data active means max dye-equivalent concentration above about 10 nM; inconclusive means between about 1.1 nM and that limit
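qHTS profiling of intrinsic compound fluorescence; 100 mM Tris pH 8.0; 15 min RT; ex 547 / em 618 nm; response expressed as Texas Red dye-equivalent concentration from six-point plate standard.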
A350 fluor – compound fluoresces in the Alexa 350 spectral region | Compound autofluorescence, 340/450 nm, Alexa 350 dye-equivalents; active compounds read high | max dye-equivalent concentration, M | 59,000 tested, 11% active; in the data active means max dye-equivalent concentration above about 10 nM; inconclusive means mostly about 1.1 nM to 9.6 nM
Starred values were filed as active, the others as inactive; i = inactive; ? = inconclusive; . = no result given; & = joins results of further samples; [ ] = dose if it differs, or a comment. Unless noted, the call rests on the fitted dose curve; in most records, active means well fitted curve in the direction sought with a large enough effect; inconclusive means small, poorly fitted or top-dose-only effect, or another doubt; inactive means no such curve, though single readings can be large; an effect the other way counts as inactive or inconclusive.

#1 O=C(O)/C=C\c1ccc[c]([Sb](=[O])([OH])[OH])c1
#2 CCCN(CCC)[C@@H]1CCc2cccc(O)c2C1
#3 COc1cc2c(cc1OC)-c1c(OC)c(OC)cc3c1C(C2)N(C)CC3 (configuration not stated)
#4 O=C(Cc1ccccc1)OCCN1CCCCC1
#5 CC(C)[C@]1(NC(=O)[C@H]2C=C3c4cccc5[nH]cc(c45)C[C@H]3N(C)C2)O[C@@]2(O)[C@H]3CCCN3C(=O)[C@H](Cc3ccccc3)N2C1=O
#6 CC1(c2ccccc2)NCCN2C(=O)CSC21 (configuration not stated)

assay / compound,1,2,3,4,5,6
Hsp90 Hop PPI,-8%[11 µM],-1%&0%&0%&-11%,-12%,-1%,-21%,.
CRE-bla Fsk,?,?,?,0%,?,.
Ub-GFP proteasome,1%[9.17 µM],4%&4%&3%&2%,3%,4%,-2%,.
Luciferase inh,2%[11.4 µM],6%&-2%&-3%&2%,-1%,-2%,-3%[11.4 µM],1%[25.5 µM]
GFP derepression,-1%[9.22 µM],0%&-1%&-2%&-1%,-2%,3%,2%[9.22 µM],0%[20.6 µM]
A350 fluor,1.6e-08M*,i,.,i,?,i
4MU fluor,1.4e-08M*,i,.,i,i,i
Fluorescein autfl,?,?,.,i,?,i
ERK AVP block,6%[11.5 µM],-15%&8%&7%&50%,-19%,-14%,.,.
TexasRed autofl,i,?,.,i,i,i
HBB splicing,2.8%[9.22 µM],-0.3%&-0.9%,-4.8%,0.0%[57.5 µM],.,.

#7 C=CCn1c(O)c(C(C)=Nc2ccc(NC(C)=O)cc2)c(=O)[nH]c1=O
#8 CC(=NCCO)c1c(O)n(C2CCCCC2)c(=O)[nH]c1=O
#9 C=CP(=O)(O)c1ccccc1
#10 CCN1CCN(c2ncnc3ccc(Br)cc23)CC1
#11 CC[C@@]12CCCN3CC[C@@]4(c5ccc(OC)c(O)c5N(C(C)=O)[C@H]4CC1)[C@H]32
#12 Cc1cc(OCc2nn[nH]n2)c2c3c(c(=O)oc2c1)CCCC3

assay / compound,7,8,9,10,11,12
Hsp90 Hop PPI,-2%,-3%,-3%[11 µM],0%,-2%,1%
CRE-bla Fsk,?,?,?,?,-4%,24%
Ub-GFP proteasome,-7%,-2%,27%[9.17 µM],-4%,3%,-4%
Luciferase inh,-1%,3%,1%,0%,3%[11.4 µM],2%
GFP derepression,-2%,2%,0%,3%,-2%[9.22 µM],4%
A350 fluor,i,i,.,i,i,2.2e-08M*
4MU fluor,i,i,.,i,i,1.8e-08M*
Fluorescein autfl,i,?,.,i,i,i
ERK AVP block,6%,?,-26%,-14%,.,-5%
TexasRed autofl,?,i,.,i,i,i
HBB splicing,3.3%[1.84 µM],-2.8%[57.5 µM],-2.5%[0.0738 µM],-1.4%,.,-1.7%[57.5 µM]

#13 CCCCOC(=O)C1=C(N)OC2=C(C(=O)CCC2)[C@]12C(=O)N(C)c1ccccc12
#14 CNCCc1ccc(O)c(O)c1
#15 NC[C@H](CS(=O)(=O)O)c1ccc(Cl)cc1
#16 Cc1nonc1-c1nc(-c2nonc2N)n[nH]1
#17 NC(=O)C1(N2CCCCC2)CCN(Cc2ccccc2)CC1
#18 C[C@]12CCC(=O)C=C1CC[C@@H]1[C@@H]2CC[C@]2(C)C(=O)CC[C@@H]12

assay / compound,13,14,15,16,17,18
Hsp90 Hop PPI,?,-12%,2%,-8%,0%,-8%&21%
CRE-bla Fsk,-22%,-6%,?,-12%,3%,-5%&-3%
Ub-GFP proteasome,-3%,-7%,1%,3%,-2%,.
Luciferase inh,1%,-3%,0%,-2%,-1%,1%[25.5 µM]
GFP derepression,4%,0%,-1%,4%,0%,-10%[20.6 µM]
A350 fluor,i,i,.,i,i,i
4MU fluor,i,i,.,i,i,i
Fluorescein autfl,i,?,.,i,?,i
ERK AVP block,26%,?,-4%,-8%,-19%,?
TexasRed autofl,i,i,.,i,i,i
HBB splicing,1.6%,1.0%,.,1.5%[0.369 µM],1.7%,-0.9%&-1.4%

#19 O=C1CN=C(c2ccccc2)c2oc3ccc(Br)cc3c2N1
#20 N=c1sc2c(n1Cc1ccccc1)CCCC2
#21 CC(=NCCO)c1c(O)n(C)c(=O)n(C)c1=O
#22 C[C@]12N[C@@H](Cc3ccccc31)c1ccccc12
#23 CCOC(=O)C1CCN(C(C)C(=O)c2c(C)[nH]c3cc(C)ccc23)CC1 (configuration not stated)
#24 O=P(C(c1ccc2c(c1)OCO2)N1CCOCC1)(N1CCOCC1)N1CCOCC1 (configuration not stated)

assay / compound,19,20,21,22,23,24
Hsp90 Hop PPI,-4%,-3%,.,-5%,-4%,-4%
CRE-bla Fsk,0%,?,.,1%,-15%,2%
Ub-GFP proteasome,-5%,-2%,.,5%,2%,-4%
Luciferase inh,-4%,-9%,2%[25.5 µM],2%,6%,-1%
GFP derepression,0%,0%,21%[20.6 µM],0%,0%,-2%
A350 fluor,i,i,1.2e-08M*,i,?,i
4MU fluor,i,i,?,i,i,i
Fluorescein autfl,?,?,i,?,i,i
ERK AVP block,-6%,-7%,.,18%,-8%,-10%
TexasRed autofl,i,i,i,i,i,i
HBB splicing,0.1%,-1.1%,.,1.2%&-0.6%[20.6 µM],-0.5%[0.369 µM],-0.7%

Molecules shown so far containing an NH in an aromatic ring, in the order listed:
#5 CC(C)[C@]1(NC(=O)[C@H]2C=C3c4cccc5[nH]cc(c45)C[C@H]3N(C)C2)O[C@@]2(O)[C@H]3CCCN3C(=O)[C@H](Cc3ccccc3)N2C1=O
#7 C=CCn1c(O)c(C(C)=Nc2ccc(NC(C)=O)cc2)c(=O)[nH]c1=O
#8 CC(=NCCO)c1c(O)n(C2CCCCC2)c(=O)[nH]c1=O
#12 Cc1cc(OCc2nn[nH]n2)c2c3c(c(=O)oc2c1)CCCC3
#16 Cc1nonc1-c1nc(-c2nonc2N)n[nH]1
#23 CCOC(=O)C1CCN(C(C)C(=O)c2c(C)[nH]c3cc(C)ccc23)CC1 (configuration not stated)

assay / compound,5,7,8,12,16,23
Hsp90 Hop PPI,-21%,-2%,-3%,1%,-8%,-4%
CRE-bla Fsk,?,?,?,24%,-12%,-15%
Ub-GFP proteasome,-2%,-7%,-2%,-4%,3%,2%
Luciferase inh,-3%[11.4 µM],-1%,3%,2%,-2%,6%
GFP derepression,2%[9.22 µM],-2%,2%,4%,4%,0%
A350 fluor,?,i,i,2.2e-08M*,i,?
4MU fluor,i,i,i,1.8e-08M*,i,i
Fluorescein autfl,?,i,?,i,i,i
ERK AVP block,.,6%,?,-5%,-8%,-8%
TexasRed autofl,i,?,i,i,i,i
HBB splicing,.,3.3%[1.84 µM],-2.8%[57.5 µM],-1.7%[57.5 µM],1.5%[0.369 µM],-0.5%[0.369 µM]

An excerpt, so the mix of outcomes need not match the whole.
